HTR2A ag: activates the mouse 5-HT2A serotonin receptor. P35363. CHO-K1 mHTR2A beta-arrestin complementation, luminescence; percent of 30 µM serotonin response. activation, % at 7.6 µM. 360,000 compounds, 0.66% hits;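 active = activation above a run cutoff, the mean activation of all tested compounds plus 3 SD, cut at about 14% in these data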;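 note: 0% = plate median of compound wells and 100% = 30 µM serotonin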
Target sequence (P35363 whole entry, looked up): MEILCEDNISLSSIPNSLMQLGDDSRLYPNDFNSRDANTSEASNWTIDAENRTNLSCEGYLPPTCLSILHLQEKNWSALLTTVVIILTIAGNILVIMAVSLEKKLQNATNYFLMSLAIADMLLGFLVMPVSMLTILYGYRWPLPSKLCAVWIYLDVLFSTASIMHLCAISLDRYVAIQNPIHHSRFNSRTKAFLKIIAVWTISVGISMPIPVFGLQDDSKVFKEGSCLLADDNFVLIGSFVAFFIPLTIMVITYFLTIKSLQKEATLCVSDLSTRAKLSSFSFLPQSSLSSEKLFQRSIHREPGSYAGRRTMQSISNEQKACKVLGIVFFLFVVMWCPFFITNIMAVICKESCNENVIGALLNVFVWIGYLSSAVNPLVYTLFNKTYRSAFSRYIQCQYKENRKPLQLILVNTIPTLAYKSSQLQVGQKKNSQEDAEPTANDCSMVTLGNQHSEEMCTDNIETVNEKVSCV
Vif inh: HIV Vif inhibition. 340,000 compounds, 0.35% hits. HEK293T cells, Vif self-association by quenched fluorescence, imaging, 24 h. inhibition, % at 7.49 µM; in the data active = inhibition above about 50%, passing the limit was not always enough; note: some results filed as inactive read as strong as hits
PDI turbidity: PDI (human) enzyme inhibition; PDI insulin aggregation turbidity, A650, 90 min; 350,000 compounds, 0.052% hits; P07237; inhibition, % at 10 µM;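 active = mean inhibition across replicates of 30% or more, whatever share of single replicates reach that level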;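 note: absorbance from insulin aggregation driven by PDI reduction with DTT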
Target sequence (P07237 whole entry, looked up): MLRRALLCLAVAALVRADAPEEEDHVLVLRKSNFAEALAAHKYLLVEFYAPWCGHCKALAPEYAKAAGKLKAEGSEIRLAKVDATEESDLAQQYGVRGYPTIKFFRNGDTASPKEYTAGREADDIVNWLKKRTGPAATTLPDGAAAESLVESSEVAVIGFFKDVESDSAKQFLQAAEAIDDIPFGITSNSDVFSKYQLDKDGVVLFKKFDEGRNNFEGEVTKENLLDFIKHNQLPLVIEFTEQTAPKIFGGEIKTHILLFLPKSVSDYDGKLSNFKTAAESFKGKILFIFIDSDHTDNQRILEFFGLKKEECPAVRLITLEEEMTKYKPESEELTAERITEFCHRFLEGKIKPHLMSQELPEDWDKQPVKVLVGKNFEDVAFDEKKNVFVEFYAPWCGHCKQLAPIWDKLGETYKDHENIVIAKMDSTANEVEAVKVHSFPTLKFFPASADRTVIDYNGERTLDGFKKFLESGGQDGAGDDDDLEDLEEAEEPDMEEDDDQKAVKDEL
Cardio protect: myocardial damage modulation in H9c2 cells. H9c2 cardiomyocytes, H2O2 injury protection, ATPLite, 2 h. protection from H2O2 cell death, % at 20 µM. 360,000 compounds, 0.63% hits;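 active = compounds giving at least 50% protection of heart cells from peroxide-induced death in the single-dose screen, raw or plate-pattern-corrected value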;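 note: 0% = DMSO wells with peroxide and 100% = DMSO wells without peroxide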
Exocytosis inh: lytic granule exocytosis inhibition; inhibition, % at 10 µM; TALL-104 LAMP-1 surface exposure, flow cytometry; cells stimulated with thapsigargin and PMA; 360,000 compounds, 0.66% hits; AID 651702;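 active = inhibition above about 55%, limit read from the data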
N-glyco inh: blocks N-linked glycosylation in D54 reporter cells | D54 ERlucT glycosylation luciferase reporter, 24 h; percent of 100 nM tunicamycin response | reporter increase, % at 12.5 µM | 360,000 compounds, 0.23% hits;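 active = mean luciferase reporter signal, scaled so untreated is 0 and the glycosylation-blocking control 100, at or above a set limit in every replicate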;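 note: luciferase carries N-glycosylation sites so blocking glycosylation raises the light; 0% = median of neutral control wells and 100% = median of 100 nM tunicamycin wells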
ABCB6 inh 2: blocks the human ABCB6 transporter | Q9NP58 | K562-ABCB6 porphyrin accumulation, flow cytometry, 1 h; hits give low values | 360,000 compounds, 0.19% hits | fluorescence ratio to DMSO, % at 10 µM;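 active = fluorescence ratio to DMSO below 75%, the collection mean minus 3 SD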;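 note: signal is porphyrin accumulated inside mitochondria; 100% equals median channel fluorescence of DMSO control wells; lower ratio means ABCB6 inhibition with less porphyrin fluorescence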
CaV13 FRET inh: Primary screen for inhibitors of IQ motif and Ca2+-dependent inactivation inhibitor domain binding in CACNA1D, Förster resonance energy transfer in living cells, …; inhibition, % at 12.3 µM; HEK cells, CFP/YFP FRET ICDI-IQ, plate reader, 10 min; percent FRET-ratio fall versus neutral wells; 340,000 compounds, 0.098% hits;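 active = mean replicate inhibition of at least 30% and at least 1% of replicates passing that level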;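 note: 0% = median of the neutral control wells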
hiPSC survival: hiPSC single-cell survival enhancement | ATPlite luminescence; 100% = ROCK inhibitor wells, 0% = DMSO | survival enhancement, % at 20 µM | 360,000 compounds, 0.044% hits | AID 602274; in the data active = survival enhancement above about 18%;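 note: cells exposed to compounds for 16 hours before the ATP read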
aDG glyco up: increases alpha dystroglycan glycosylation; Pro5-aDG cells, alpha-DG glycosylation AlphaScreen (IIH6); 0% Pro5, 100% B10-LARGE cell signal; AID 624168; activation, % at 10 µM; 360,000 compounds, 0.22% hits;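 active = activation of at least 8% versus controls, or a plate z-score of at least 8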;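 note: Pro5 are CHO cells carrying HIG-tagged alpha-DG that lacks glycosylation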
* hit, by the source's call.

What do the screens show for `Cc1ccc(S(=O)(=O)NC(=O)C2(C)CCN2C(=O)Cc2cc(F)ccc2F)nc1` (configuration not stated)?
HTR2A ag: 2; Vif inh: 2; PDI turbidity: -1; Cardio protect: 7; Exocytosis inh: -5; N-glyco inh: 0; ABCB6 inh 2: 101; CaV13 FRET inh: -10; hiPSC survival: -1.7; aDG glyco up: 0.4

How did Cc1nc2sc(C(=O)O)c(N)c2c2c1COC(C)(C)C2 do in these assays?
HTR2A ag: 4; Vif inh: -2; PDI turbidity: -4; Cardio protect: 20; Exocytosis inh: -2; N-glyco inh: -1; ABCB6 inh 2: 97; CaV13 FRET inh: -3; hiPSC survival: 0.9; aDG glyco up: -0.2

How did O=C1/C(=C/c2cccnc2)N=C2CCCCCN12 do in these assays?
HTR2A ag: -6; Vif inh: -2; PDI turbidity: -5; Cardio protect: -8; Exocytosis inh: -7; N-glyco inh: 1; ABCB6 inh 2: 102; CaV13 FRET inh: 11; hiPSC survival: -0.9; aDG glyco up: 0.1

What do the screens show for `COCc1ccc(CN2CCc3c([nH]c4ccccc34)C2CC(C)C)o1` (configuration not stated)?
HTR2A ag: -2; Vif inh: -5; PDI turbidity: 1; Cardio protect: 1; Exocytosis inh: 6; N-glyco inh: -11; ABCB6 inh 2: 89; CaV13 FRET inh: -3; hiPSC survival: -0.3; aDG glyco up: -0.3

Results for O=C(CSc1ccc(-c2ccncc2)nn1)N1CCCCC1 ?
HTR2A ag: -5; Vif inh: 14; PDI turbidity: 6; Cardio protect: 4; Exocytosis inh: -5; N-glyco inh: 1; ABCB6 inh 2: 99; hiPSC survival: 0.0; aDG glyco up: 0.2

How did COc1ccc(CNC(=O)C(c2ccco2)N(Cc2ccccc2)C(=O)Cc2cccs2)cc1 (configuration not stated) do in these assays?
HTR2A ag: 6; Vif inh: -8; PDI turbidity: 12; Cardio protect: 29; Exocytosis inh: 0; N-glyco inh: -3; ABCB6 inh 2: 93; CaV13 FRET inh: -5; hiPSC survival: -2.2; aDG glyco up: -0.4

Results for COC(=O)C1CCN(C2CN(Cc3ccc([N+](=O)[O-])cc3)S(=O)(=O)C2)CC1 (configuration not stated) ?
HTR2A ag: 4; Cardio protect: 3; Exocytosis inh: -1; N-glyco inh: 4; ABCB6 inh 2: 97; hiPSC survival: 1.2; aDG glyco up: 0.1

How did CCCn1c(SCc2cc(=O)oc3ccc4ccccc4c23)n[nH]c1=O do in these assays?
HTR2A ag: -3; Vif inh: 1; PDI turbidity: -10; Cardio protect: 8; Exocytosis inh: 0; N-glyco inh: 0; ABCB6 inh 2: 96; CaV13 FRET inh: -3; hiPSC survival: -2.2; aDG glyco up: 0.2

How did Cc1cc(SCC(=O)c2ccccc2)nc(=O)[nH]1 do in these assays?
HTR2A ag: 6; Vif inh: -24; PDI turbidity: -2; Cardio protect: -3; Exocytosis inh: 0; N-glyco inh: -2; ABCB6 inh 2: 96; CaV13 FRET inh: -2; hiPSC survival: -0.2; aDG glyco up: 0.2

Results for Cn1c(=O)oc2cc(S(=O)(=O)N3CCN(C(=O)c4ccco4)CC3)ccc21 ?
HTR2A ag: 3; Vif inh: 1; PDI turbidity: 5; Cardio protect: -2; Exocytosis inh: 2; N-glyco inh: 0; ABCB6 inh 2: 104; CaV13 FRET inh: -5; hiPSC survival: 3.2; aDG glyco up: -0.3

Results for Cc1cccc(-c2noc(CN(C(C)C)S(=O)(=O)c3ccc(F)cc3)n2)c1 ?
HTR2A ag: -2; Vif inh: -15; PDI turbidity: 3; Cardio protect: -25; Exocytosis inh: 0; N-glyco inh: -4; ABCB6 inh 2: 97; CaV13 FRET inh: -5; hiPSC survival: -2.8; aDG glyco up: 0.1

What do the screens show for `COc1cc(C(=O)N2CCC(O)(c3ccccc3)CC2)cc(OC)c1OC`?
HTR2A ag: 6; Vif inh: 5; PDI turbidity: -5; Cardio protect: 0; Exocytosis inh: 2; N-glyco inh: -2; ABCB6 inh 2: 86; CaV13 FRET inh: -5; hiPSC survival: 0.9; aDG glyco up: 0.1

Results for COc1ccc(-c2ocnc2C(=O)Nc2ccccc2N2CCCCC2)cc1 ?
HTR2A ag: 1; Vif inh: -6; PDI turbidity: 1; Cardio protect: -4; Exocytosis inh: -1; N-glyco inh: 0; ABCB6 inh 2: 92; CaV13 FRET inh: -4; hiPSC survival: -2.4; aDG glyco up: 0.0

Results for CC(C)CC(=O)N1CC=CC[C@@H](c2ccc(Cl)cc2)N(Cc2ccc(Cl)cc2)C(=O)[C@@H]1Cc1ccccc1 ?
HTR2A ag: -4; Vif inh: -3; PDI turbidity: 6; Cardio protect: -2; Exocytosis inh: -5; N-glyco inh: -8; ABCB6 inh 2: 99; CaV13 FRET inh: -11; hiPSC survival: -2.9; aDG glyco up: 0.4

Results for C/C(=N\Nc1nc2ccc(Cl)cc2o1)c1ccccc1 ?
HTR2A ag: 2; Vif inh: 3; PDI turbidity: 1; Cardio protect: 1; Exocytosis inh: -1; N-glyco inh: 0; ABCB6 inh 2: 96; CaV13 FRET inh: -5; hiPSC survival: 0.3; aDG glyco up: 0.0

What do the screens show for `O=C(c1ccc2c(=O)n3c(nc2c1)CCCCC3)N1CCCCC1`?
HTR2A ag: 1; Vif inh: 5; PDI turbidity: 0; Cardio protect: -4; Exocytosis inh: 0; N-glyco inh: 0; ABCB6 inh 2: 95; CaV13 FRET inh: -3; hiPSC survival: 0.0; aDG glyco up: 0.2

What do the screens show for `COc1ccccc1Nc1ccc2c(O)cc(S(=O)(=O)O)cc2c1`?
HTR2A ag: 6; Vif inh: 3; PDI turbidity: -4; Cardio protect: 1; Exocytosis inh: 0; N-glyco inh: -2; ABCB6 inh 2: 97; CaV13 FRET inh: -6; hiPSC survival: -0.9; aDG glyco up: -0.2

How did COC(C(=O)Nc1ccc(S(=O)(=O)Nc2c(C)cccc2C)cc1)c1ccccc1 (configuration not stated) do in these assays?
HTR2A ag: -1; Vif inh: 1; PDI turbidity: 13; Cardio protect: -1; Exocytosis inh: 0; N-glyco inh: -1; ABCB6 inh 2: 98; CaV13 FRET inh: -3; hiPSC survival: -0.4; aDG glyco up: -0.1

What do the screens show for `Cc1ccccc1Nc1c(-c2cccnc2)nc2ccc(Br)cn12`?
HTR2A ag: 2; Vif inh: -4; PDI turbidity: 6; Cardio protect: 12; Exocytosis inh: -1; N-glyco inh: -3; ABCB6 inh 2: 96; CaV13 FRET inh: -4; hiPSC survival: -0.8; aDG glyco up: 0.3

How did COc1ccc(Nc2cc(Nc3ccccc3)ncn2)cc1 do in these assays?
HTR2A ag: 2; Vif inh: 16; PDI turbidity: -1; Cardio protect: -9; Exocytosis inh: 11; N-glyco inh: 0; ABCB6 inh 2: 100; CaV13 FRET inh: -20; hiPSC survival: 0.3; aDG glyco up: 0.3

How did O=C(c1ccc2c(c1)N(Cc1ccccc1)CCS2)N1CCCCC1 do in these assays?
HTR2A ag: 2; Vif inh: 2; Cardio protect: -6; Exocytosis inh: 0; N-glyco inh: -2; ABCB6 inh 2: 97; CaV13 FRET inh: -4; hiPSC survival: 1.5; aDG glyco up: -0.1

What do the screens show for `Cc1onc(-c2c(F)cccc2Cl)c1C(=O)NCc1ccc2c(c1)OCO2`?
HTR2A ag: 3; Vif inh: -7; PDI turbidity: -1; Cardio protect: 3; Exocytosis inh: -16; N-glyco inh: -1; ABCB6 inh 2: 102; hiPSC survival: -0.5; aDG glyco up: -0.2

What do the screens show for `O=C(COc1ccc(Cl)cc1)NC1CC1`?
HTR2A ag: 9; Vif inh: 12; PDI turbidity: 3; Cardio protect: -1; Exocytosis inh: -1; N-glyco inh: 2; ABCB6 inh 2: 96; CaV13 FRET inh: -2; hiPSC survival: -0.3; aDG glyco up: -0.2

How did CC1=C(C(=O)OC(C)C)C(c2c[nH]c3ccccc23)n2ncnc2N1 (configuration not stated) do in these assays?
HTR2A ag: -1; Vif inh: 1; Cardio protect: 5; Exocytosis inh: 0; N-glyco inh: 2; ABCB6 inh 2: 102; CaV13 FRET inh: -6; hiPSC survival: 11; aDG glyco up: -0.3

What do the screens show for `COc1ccc(C)cc1S(=O)(=O)NC1CCCCC1`?
HTR2A ag: 1; Vif inh: 1; PDI turbidity: 6; Cardio protect: 6; Exocytosis inh: -3; N-glyco inh: -1; ABCB6 inh 2: 100; CaV13 FRET inh: -6; hiPSC survival: 3.1; aDG glyco up: 0.1

How did COC(=O)c1cc(OC)c(OC)cc1NC(=S)Nc1cccc(Cl)c1 do in these assays?
HTR2A ag: 4; PDI turbidity: 5; Cardio protect: 1; Exocytosis inh: -1; N-glyco inh: 3; ABCB6 inh 2: 96; CaV13 FRET inh: -5; hiPSC survival: -1.5; aDG glyco up: 0.0

How did COc1ccc(CNC(=O)CCC(=O)N2CC(C)Oc3ccccc32)cc1 (configuration not stated) do in these assays?
Vif inh: -5; Cardio protect: 8; Exocytosis inh: 0; N-glyco inh: 0; ABCB6 inh 2: 99; CaV13 FRET inh: -6; hiPSC survival: 0.4; aDG glyco up: -0.2

Results for O=C1CC2(CCN(C(=O)C3CC(=O)N(c4ccccc4)C3)CC2)Oc2ccccc21 (configuration not stated) ?
HTR2A ag: -1; Vif inh: 4; PDI turbidity: -5; Cardio protect: -5; Exocytosis inh: 1; N-glyco inh: 0; ABCB6 inh 2: 99; CaV13 FRET inh: -2; hiPSC survival: -0.2; aDG glyco up: -0.3

Results for O=C(c1cccc(Cl)c1)N1CCC(C(=O)N2CCN(Cc3ccccc3)CC2)CC1 ?
HTR2A ag: 1; Vif inh: -14; PDI turbidity: -4; Cardio protect: 2; Exocytosis inh: 4; N-glyco inh: -3; ABCB6 inh 2: 95; CaV13 FRET inh: -6; hiPSC survival: 2.2; aDG glyco up: 0.3

What do the screens show for `Cc1nn(-c2ncc(C(F)(F)F)cc2Cl)c(=O)n1-c1cccc(Cl)c1`?
HTR2A ag: 0; Vif inh: 5; PDI turbidity: 15; Cardio protect: -7; Exocytosis inh: 0; N-glyco inh: -1; ABCB6 inh 2: 96; CaV13 FRET inh: -4; hiPSC survival: -2.0; aDG glyco up: 0.0

How did COc1ccc(/C=C2\SC(=O)N(CCC(=O)NC3CCS(=O)(=O)C3)C2=O)cc1 (configuration not stated) do in these assays?
HTR2A ag: 1; Vif inh: -9; PDI turbidity: 8; Cardio protect: -10; Exocytosis inh: -3; N-glyco inh: 1; ABCB6 inh 2: 95; CaV13 FRET inh: -17; hiPSC survival: -0.5; aDG glyco up: 0.3

How did CCC(C)Nc1nc(N)c([N+](=O)[O-])c(NCc2ccccc2)n1 (configuration not stated) do in these assays?
HTR2A ag: 2; Vif inh: 1; PDI turbidity: -14; Cardio protect: -4; Exocytosis inh: 9; N-glyco inh: -3; ABCB6 inh 2: 92; CaV13 FRET inh: -18; hiPSC survival: -0.7; aDG glyco up: -0.1

Compounds were not picked by outcome; 3.1% or so of the library scored in one or more.
